Assay outcomes from PubChem.
Kir21 block = blocks the mouse Kir2.1 inward-rectifier potassium channel. P35561. HEK293-Kir2.1, FluxOR thallium flux fluorescence; active compounds read low. B-score at 10 µM. hit rate 0.85% among 310,000;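 active = fluorescence ratio B-score at or below minus 3 SD of library scores, with starting-brightness B-score within 2 SD, cut at about -4.2 in these data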;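 also: channel flux triggered by added potassium and thallium sulfate stimulus; B-score of peak minus minimum fluorescence over baseline after thallium stimulus; more negative B-score means stronger Kir2.1 block with less thallium influx; some compounds called inactive have numbers as strong as hits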
KCNQ2 block = KCNQ2 potassium channel inhibitors, primary screen, cell-based, CHO-K1, FluxOR thallium flux, B-score (AID 2156); hit rate 1.1% among 310,000; O88943; 20 min; active compounds read low; B-score at 10 µM;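 active = fluorescence ratio B-score at most minus 3 library SDs, with starting brightness B-score within 2 library SDs, cut at about -5.5 in these data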
Target sequence (O88943 whole entry, looked up): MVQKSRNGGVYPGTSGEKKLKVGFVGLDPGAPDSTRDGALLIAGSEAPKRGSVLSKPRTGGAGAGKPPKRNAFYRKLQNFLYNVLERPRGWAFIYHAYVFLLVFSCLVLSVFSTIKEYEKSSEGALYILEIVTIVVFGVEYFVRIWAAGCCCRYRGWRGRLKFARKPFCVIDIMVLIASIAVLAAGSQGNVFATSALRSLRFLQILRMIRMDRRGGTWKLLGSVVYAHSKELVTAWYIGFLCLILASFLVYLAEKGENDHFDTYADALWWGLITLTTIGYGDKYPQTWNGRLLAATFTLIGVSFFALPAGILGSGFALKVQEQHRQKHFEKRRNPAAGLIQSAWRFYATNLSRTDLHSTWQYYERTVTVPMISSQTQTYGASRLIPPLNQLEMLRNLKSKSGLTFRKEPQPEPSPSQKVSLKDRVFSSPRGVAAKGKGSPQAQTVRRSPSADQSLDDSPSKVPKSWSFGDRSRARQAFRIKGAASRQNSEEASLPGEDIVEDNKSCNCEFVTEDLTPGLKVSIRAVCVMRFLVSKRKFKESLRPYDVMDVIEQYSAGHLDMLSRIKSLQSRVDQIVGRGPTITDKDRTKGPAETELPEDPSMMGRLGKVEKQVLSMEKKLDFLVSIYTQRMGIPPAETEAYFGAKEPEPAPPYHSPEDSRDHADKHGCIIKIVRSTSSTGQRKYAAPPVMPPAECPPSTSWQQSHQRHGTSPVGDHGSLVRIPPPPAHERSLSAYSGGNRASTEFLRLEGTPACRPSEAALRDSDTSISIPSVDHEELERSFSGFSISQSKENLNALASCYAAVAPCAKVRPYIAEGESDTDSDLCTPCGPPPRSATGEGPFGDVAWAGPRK
* hit, by the source's call; i = inactive.

SMILES	Kir21 block	KCNQ2 block
CCCCCOC(=O)C1=C(C)NC(=O)NC1c1ccccc1OCC (stereo unspecified)	-0.2	i
CCCn1c(C)cc(C(=O)Cn2nnc3ccccc3c2=O)c1C	0.97	i
COc1ccc(S(=O)(=O)/N=C2\C=C(Nc3ccc(O)cc3)C(=O)c3ccccc32)cc1	-0.21	i
O=C(COc1ccccc1)NNC1=NS(=O)(=O)c2ccccc21	0.51	i
COc1cccc(N2CCN(C(=O)CCCCCn3c(=S)[nH]c4cc5c(cc4c3=O)OCO5)CC2)c1	-0.63	i
C=CC[C@@H]1C=C(C)C[C@H](C)C[C@H](OC)[C@H]2O[C@@](O)(C(=O)C(=O)N3CCCC[C@H]3C(=O)O[C@H](/C(C)=C/[C@@H]3CC[C@@H](O)[C@H](OC)C3)[C@H](C)[C@@H](O)CC1=O)[C@H](C)C[C@@H]2OC	0.54	i
Cc1ccc(C)c(S(=O)(=O)c2c(C)cc(C)nc2Cl)c1	-0.03	i
CC(=O)Nc1ccc(C)c(NS(=O)(=O)c2cccc(C(F)(F)F)c2)c1	-1.19	i
Cc1ccc(S(=O)(=O)N(CC(=O)NCc2ccco2)Cc2ccc(F)cc2)cc1	-0.92	-7.28*
CC1=CC2=NC(=O)/C(=C\c3ccc(OC(=O)c4ccco4)cc3)C(=N)N2O1	0.88	i
Cc1cc(CNC(=O)C(C)n2cc([N+](=O)[O-])cn2)c2ccccc2n1 (stereo unspecified)	-0.22	i
COC(=O)C(C(=O)OC)C(C[N+](=O)[O-])c1ccc(OC)c(OC)c1 (stereo unspecified)	0.08	i
CCC1CCCN1Cn1cnc2c([nH]c3ccccc32)c1=O (stereo unspecified)	0.54	i
Cc1ccccc1Nc1nc(N2CCOCC2)nc(N2CCOCC2)n1	-0.37	i
CC(C)CC(NC(N)=O)C(=O)Nc1ccc2c(c1)OCO2 (stereo unspecified)	0.19	i
COc1ccc(OC)c(Nc2cc(C(=O)NCCCN3CCOCC3)c3ccccc3n2)c1	-0.01	i
CC1=CCC(C(=O)O)(C(=O)N/N=C/c2cccs2)C(c2ccc(Cl)cc2)C1 (stereo unspecified)	0.16	i
CCCn1nnnc1NCc1ccc(N2CCCC2)cc1	-0.32	i
Cc1ccc(C(=O)N/C(=C\c2ccccc2)C(=O)NCC2CCCO2)cc1 (stereo unspecified)	1.28	i
COc1ccc(C(C)NC(=S)NC2CCCCC2)cc1OC (stereo unspecified)	-0.47	i
Cn1c(=O)[nH]c(Nc2ccccc2)c([N+](=O)[O-])c1=O	1.42	i
Cc1ccccc1NC(=O)C(C)Sc1nnc(-c2ccncc2)n1CC1CCCO1 (stereo unspecified)	-0.67	i
Cc1nc(Nc2ccc(F)cc2)[nH]c(=O)c1CCC(C)C	1.19	i
CC(/C=N/Nc1nc2ccccc2[nH]1)=C\c1ccccc1	-1.36	i
O=C(CN1CCOCC1)NC1CC2CCC1C2 (stereo unspecified)	-0.52	i
Nc1nnc(-c2cn(-c3ccccc3)nc2-c2ccc(Cl)cc2)o1	0.45	i
CSc1ccccc1NC(=O)c1ccc(CN2CCOCC2)cc1	-0.23	i
O=C(CSc1nc2ccccc2[nH]1)Nc1c(F)cccc1F	0.7	i
CCOC(=O)Cn1c(=O)oc2cc(S(=O)(=O)NCCc3ccc(C)cc3)ccc21	1.49	i
Cc1cc(SCC(=O)N/N=C/c2ccc(O)c(O)c2)nc2ccccc12	-1.64	i

Among those listed so far, these have a nitro group on carbon:
SMILES	Kir21 block	KCNQ2 block
Cc1cc(CNC(=O)C(C)n2cc([N+](=O)[O-])cn2)c2ccccc2n1 (stereo unspecified)	-0.22	i
COC(=O)C(C(=O)OC)C(C[N+](=O)[O-])c1ccc(OC)c(OC)c1 (stereo unspecified)	0.08	i
Cn1c(=O)[nH]c(Nc2ccccc2)c([N+](=O)[O-])c1=O	1.42	i

(further entries)
SMILES	Kir21 block	KCNQ2 block
CCN(CC)c1ccc(NC(=O)CSc2nc(C)cc(=O)[nH]2)cc1	0.07	i
COC(=O)c1ccccc1NC(=O)CN1C(=O)CSC1=O	-0.17	i
COCCSc1nc2sc3c(c2c(=O)n1-c1ccccc1)CCN(C)C3	0.73	i
C[C@H](NC(=O)c1nc[nH]c1C(=O)NCC(=O)OC(C)(C)C)C(=O)OC(C)(C)C	0	i
CCOC(=O)c1c(C)[nH]c(C(=O)/C(C#N)=C/c2ccc(OCC)cc2)c1C	-0.12	i
Cc1ccc(C2=NN(C(=O)C3CCCO3)C(c3ccco3)C2)cc1 (stereo unspecified)	0.53	i
COc1cc(S(=O)(=O)NC2CCCCC2)ccc1F	1.12	i
CCN(CC)S(=O)(=O)c1ccc(N2CCOCC2)c(NC(=O)c2ccccc2)c1	0.42	i
C/C(=N\NC(=O)c1nnn(-c2nonc2N)c1CN1CCCCC1)c1ccccc1O	-0.14	i
O=C(Nc1ccc2oc(-c3ccccc3F)nc2c1)c1cncc(Br)c1	-0.9	i
O=C(CN1CCN(c2ccc(C(F)(F)F)cn2)CC1)NCc1ccc2c(c1)OCO2	-0.34	i
CCNC(=O)CC1C(=O)N(c2ccc(C)cc2)C(=O)N1CCc1sccc1C (stereo unspecified)	-0.38	i
Cc1nc(Oc2cccc(Cl)c2)c2oc3ccccc3c2n1	-0.45	i
Nc1cccc(NP(=O)(c2ccccc2)c2ccccc2)c1	-0.5	i
COc1ccc2cc3cc(C(=O)N4CCN(C5CCCCC5)CC4)oc3nc2c1	0.55	i
CCCCN(C(=O)CSCc1c(C)noc1C)c1c(N)n(CCC)c(=O)[nH]c1=O	1.18	i
CCOc1cccc(C(=O)Nc2ccc3[nH]ncc3c2)c1	-0.15	i
COC(=O)/C=C1\C(=O)N(c2nc3ccc(OC)cc3s2)C(=S)N1c1ccc(F)cc1	0.61	i
Clc1ccccc1/C=C/c1nc(-c2cccnc2)no1	-1.1	i
Cc1ccc(S(=O)(=O)N(C)c2ccc(C(=O)Nc3cccc(C)n3)cc2)cc1	-2.42	i
COc1ccc(CCNC(=O)C2CCN(c3nn4c(=O)cc(C)nc4s3)CC2)cc1OC	0.34	i
O=C(CCCCCNC(=O)c1ccccc1)N/N=C/c1ccccc1	0.3	i
CCOc1ccc(C2CC(c3cccc(OC)c3)Nc3nc(N)nn32)cc1 (stereo unspecified)	-2.12	i
O=C(NCc1ccccc1)N[C@@H](Cc1ccccc1)C(=O)O	1.52	i
O=[N+]([O-])c1c(Nc2ccccc2O)ccc2nonc12	1.48	i
CCOC(=O)Nc1ccc2c(c1)N(C(=O)CCN(CC)CC)c1ccccc1S2=O (stereo unspecified)	-1.05	i
CC(C)(C)c1ccc(NC(=O)N2CCCN(c3c(Cl)cncc3Cl)CC2)cc1	1.74	i
CC1(C)CC(=O)C2=C(C1)Nc1ccccc1NC2c1ccccn1 (stereo unspecified)	0.06	i
CN(C(=O)CC1C(=O)NCCN1Cc1ccc2ccccc2c1)C1CCOCC1 (stereo unspecified)	0.49	i
O=[N+]([O-])c1ccc(-c2nc(NCC3CCCO3)c3ccccc3n2)cc1 (stereo unspecified)	-0.33	i

Entries listed above marked active in KCNQ2 block.
SMILES	Kir21 block	KCNQ2 block
Cc1ccc(S(=O)(=O)N(CC(=O)NCc2ccco2)Cc2ccc(F)cc2)cc1	-0.92	-7.28*

Returning to the listing with the five entries that preceded the break.
SMILES	Kir21 block	KCNQ2 block
CCOC(=O)Nc1ccc2c(c1)N(C(=O)CCN(CC)CC)c1ccccc1S2=O (stereo unspecified)	-1.05	i
CC(C)(C)c1ccc(NC(=O)N2CCCN(c3c(Cl)cncc3Cl)CC2)cc1	1.74	i
CC1(C)CC(=O)C2=C(C1)Nc1ccccc1NC2c1ccccn1 (stereo unspecified)	0.06	i
CN(C(=O)CC1C(=O)NCCN1Cc1ccc2ccccc2c1)C1CCOCC1 (stereo unspecified)	0.49	i
O=[N+]([O-])c1ccc(-c2nc(NCC3CCCO3)c3ccccc3n2)cc1 (stereo unspecified)	-0.33	i
CCCC(O)(CCC)C(=O)NNc1ccc(C)cc1	1.7	i
COc1cc(-c2nn3c(Cc4ccccc4)nnc3s2)cc(OC)c1OC	0.73	i
O=C(NCC1CCCO1)/C(=C\c1cccc([N+](=O)[O-])c1)NC(=O)c1ccccc1 (stereo unspecified)	1.73	i
O=c1c2[nH]c3ccccc3c2nc2n1CCS2	0.3	i
Cc1cccc(NC(=O)NC2CC(=O)N(c3ccc4c(c3)OCCO4)C2)n1 (stereo unspecified)	0.16	i
Cc1nnc(SCC(=O)Nc2sc3c(c2C(=O)c2ccccc2)CCCC3)s1	-2.05	i
O=C(CSc1nnc2c(n1)[nH]c1ccccc12)Nc1cccc(S(=O)(=O)N2CCOCC2)c1	0.03	i
Cc1ccc(C(=O)N(Cc2cccs2)C2CCS(=O)(=O)C2)cc1 (stereo unspecified)	1.05	i
NC(=O)Cn1nc(C(F)(F)F)c2c1CCCC2	0.27	i
CC(NC(=O)Nc1ccccc1)c1ccccc1 (stereo unspecified)	-1.21	i

Retrieved by compound from the entries so far (4):
SMILES	Kir21 block	KCNQ2 block
Cc1nnc(SCC(=O)Nc2sc3c(c2C(=O)c2ccccc2)CCCC3)s1	-2.05	i
O=c1c2[nH]c3ccccc3c2nc2n1CCS2	0.3	i
CC(NC(=O)Nc1ccccc1)c1ccccc1 (stereo unspecified)	-1.21	i
O=C(NCC1CCCO1)/C(=C\c1cccc([N+](=O)[O-])c1)NC(=O)c1ccccc1 (stereo unspecified)	1.73	i

The list continues.
SMILES	Kir21 block	KCNQ2 block
COc1cc(C(=O)Nc2ccccc2-c2nnn(CC(N)=O)n2)cc(OC)c1OC	1.81	i
CCCCn1c(SCC(N)=O)nnc1-c1ccco1	-0.25	i
O=[N+]([O-])/C(C(=C(Cl)Cl)N1CCN(Cc2ccccc2)CC1)=C1\NCCN1Cc1ccc(Cl)nc1	-1.83	i
COc1ccc(NC(=S)N2CCN(Cc3ccc(C)cc3)CC2)cc1	0.96	i
CC1CCc2c(sc3c2C2=NS(=O)(=O)CCN2C=N3)C1 (stereo unspecified)	0.03	i
O=C(Nc1nc2ccccc2[nH]1)c1ccc(Cl)cc1	-1.89	i
CCCc1nc2ccccc2c(=O)n1CCc1ccccc1	-3.47	i
O=C(c1c(F)cccc1F)N1CCN=C1SCc1ccccc1	0.02	i
CCc1ccc2c(CN3CCc4ccccc43)cc(=O)oc2c1	-0.32	-5.61*
Cc1ccccc1-n1c(=O)cc(N2CCC3(CC2)OCCO3)[nH]c1=O	1.38	i
CCc1ccc(/C=N/n2c(C3CCCCC3)n[nH]c2=S)cc1	-0.4	i
Cn1c(=O)c(C(=O)COC(=O)c2cc(-c3ccco3)nc3ccccc23)c(N)n(CC2CC2)c1=O	1	i
CC(NC(=O)C1CCN(S(=O)(=O)N2CCCCCC2)CC1)c1ccccc1 (stereo unspecified)	-0.56	i
Cc1noc(C)c1C(=O)Nc1ccccc1-c1ccccc1	0.01	i
Cc1ccc(C(=O)OC(C)C(=O)NC2CCCCC2C)cc1S(=O)(=O)N1CCOCC1 (stereo unspecified)	0.8	i
CC(C)[C@@H]1NC(=O)c2cc([N+](=O)[O-])cc(I)c2NCCC[C@@H](C(=O)NC(CC(=O)O)C(N)=O)NC(=O)[C@H](CO)NC1=O (stereo partly specified)	0.1	i
CC(C)C(=O)Nc1cc2c3c(c1)CCN3C(=O)CC2	0.07	i
CCCc1nn2c(=O)cc(CSCC(=O)Nc3ccc(OC)cc3)nc2s1	0.03	i
Cc1nn(Cc2ccccc2)c(C)c1NC(=O)c1noc2c1CCc1ccccc1-2	0.43	i
COc1cccc(-c2cc(C(=O)N/N=C/c3ccco3)c3ccccc3n2)c1	0	i
COc1ccc(C(=O)Nc2cccnc2)cc1C(=O)Nc1cccnc1	1.13	i
CCc1nnc(NS(=O)(=O)c2ccc(N/C=C\C(=O)c3cccc(OC)c3)cc2)s1	0.67	i
O=C(/C=C/c1cccc([N+](=O)[O-])c1)NCCSCc1c(Cl)cccc1Cl	0.27	i
COc1ccc(Nc2cc(C)c3c(O)cccc3n2)cc1	-13*	i
Cc1ccc(NC(=O)Nc2ccno2)cc1	1.49	i
COC(C[C@H]1O[C@H]1C(=O)[C@H](C)OCc1ccccc1)OC	1.85	i
CCOC(=O)c1cc(-c2ccc(N)cc2)sc1N	-1.47	i
CNC(=O)c1sc(SC)cc1-c1ccc(Cl)cc1	-0.64	i
Cc1ncoc1C(=O)Nc1ccccc1-c1ccccc1	0.53	i
Cc1cc(C)n2c(SCCN3C(=O)c4ccccc4C3=O)nnc2n1	0.13	i
Cc1cc(NC(=O)COC(=O)COc2ccc3c4c(c(=O)oc3c2)CCC4)no1	0.47	i
CCOc1ccccc1N1CN(CC)CNC1=S	-1.02	i
O=C(Nc1ccc2c(c1)OCO2)OCc1ccccc1	0.95	i
C=CCNC(=O)N[C@@H](CCSC)C(=O)OC	1.36	i
COc1cc(NC(=O)CSc2nc3[nH]ncc3c(=O)n2-c2ccc(Cl)cc2)cc(OC)c1	2.28	i
COC(=O)/C=C(\C)NC(=O)c1ccccc1Cl	1.53	i
Cc1cc(C)c2nc(NCCCNC(=S)NCCCN(C)C)c(C#N)cc2c1	-2.92	-7.29*
COc1ccc(C(=O)CCNc2ccc(C)c(Cl)c2)cc1	0.61	i
O=C(COC(=O)C1CCN(c2ccc(C(F)(F)F)cn2)CC1)NCCc1ccccc1	0.35	i
Cn1cc(CNC(=O)Nc2ccc3c(c2)OCO3)cn1	0.71	i
COc1ccc2c(=O)c3c(=O)n(Cc4ccco4)c(-c4ccco4)nc3oc2c1	0.99	i
O=C(CSc1nnc(CNC(=O)c2ccc(F)cc2)o1)NCc1ccc(F)cc1	-0.26	i
CN(Cc1ccc(F)cc1)C(=O)c1ccc(NS(=O)(=O)c2ccc3[nH]c(=O)[nH]c3c2)cc1	-1.65	i
CS(=O)(=O)Cc1cc(Sc2ccccc2)nc(-c2ccncc2)n1	-2.02	i
COc1cc(-c2nnc(Sc3ccc(C(F)(F)F)cc3[N+](=O)[O-])o2)cc(OC)c1OC	0.22	i
CCn1c(COc2cccc(C)c2)nc2ccccc21	-0.37	i
CC1CCCCN1C(=O)C(=O)c1cn(CC(=O)N2CCCC2)c2ccccc12 (stereo unspecified)	0.81	i
